# KCNK3 inh – human KCNK3 channel inhibition, primary screen. O14649. actives 0.84% (n = 340,000). B-score at 10 µM. CHO-KCNK3 thallium flux, FluxOR fluorescence; stronger effect = lower value;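 active = B-score under library mean minus 4 SD, starting fluorescence ratio at most library mean plus 5 SD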;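 note: more negative B-score means stronger inhibition of thallium flux through KCNK3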
# Target sequence (O14649 whole entry, looked up): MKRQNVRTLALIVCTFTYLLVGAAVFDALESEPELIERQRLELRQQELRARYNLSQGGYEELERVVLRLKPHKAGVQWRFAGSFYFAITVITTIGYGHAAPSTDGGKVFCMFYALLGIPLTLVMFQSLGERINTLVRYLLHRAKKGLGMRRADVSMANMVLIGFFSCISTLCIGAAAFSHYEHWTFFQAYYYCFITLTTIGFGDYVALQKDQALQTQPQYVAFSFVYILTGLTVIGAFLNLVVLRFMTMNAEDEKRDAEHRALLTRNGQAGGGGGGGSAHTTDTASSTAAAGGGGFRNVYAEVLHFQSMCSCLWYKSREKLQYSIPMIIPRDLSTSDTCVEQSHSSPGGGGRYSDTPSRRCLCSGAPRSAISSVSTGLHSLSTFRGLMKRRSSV
# ANO1 activ – mouse TMEM16A channel activation, primary screen. AID 623877. HEK293 TMEM16A/YFP-H148Q/I152L, iodide quench fluorescence; stronger effect = lower value. actives 0.3% (n = 340,000). Q8BHY3. B-score at 10 µM;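 active = fluorescence-ratio B-score plate-corrected deviation score at least 3 library SD below zero, with starting fluorescence score within 5 deviations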;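 note: channel opened by trigger with iodide after compound preincubation; score built on the fluorescence ratio of max minus min over baseline; more negative score means more quench and so TMEM16A activation or potentiation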
# * hit, by the source's call; i = inactive. An excerpt; count on the stated rates, not on these rows.
SMILES,ANO1 activ,KCNK3 inh
CCOc1ccc(CCNC(=O)COC(=O)c2cccc(S(=O)(=O)N(C)C)c2)cc1OCC,i,i
O=C1CCC[C@@H]2CC(N3CCCCC3)C[C@@H]3CCN1[C@H]23 (stereo partly drawn),i,i
CCn1cc(C(=O)NC2CCCC2)c(=O)c2cc(S(=O)(=O)N3CCOCC3)ccc21,i,i
Brc1ccc(Br)c2cnccc12,i,i
Cc1ccc(S(=O)(=O)N2CCN(C(=O)COC(=O)c3ncc(Cl)c(Cl)c3Cl)CC2)c(C)c1,i,i
COc1ccc2nc(N3C(=O)C(O)=C(C(=O)c4ccco4)C3c3ccco3)sc2c1 (stereo not drawn),i,i
O=[N+]([O-])c1ccc(SNc2ccccc2)c([N+](=O)[O-])c1,i,i
COc1cc(OC)c(C(=O)OCC(=O)Nc2c(C)n(C)n(-c3ccccc3)c2=O)cc1OC,i,i
CCOC(=O)C1CCCN(C(=O)c2cccc(S(=O)(=O)N(C)c3ccc(OC)cc3)c2)C1 (stereo not drawn),i,i
CCN(CC(=O)Nc1ccc(NC(C)=O)cc1)C(=O)CN1C(=O)NC(C)(c2ccc3ccccc3c2)C1=O (stereo not drawn),i,i
CCN(CC(=O)NCc1cccs1)CC(=O)Nc1cccc(S(N)(=O)=O)c1,i,i
CCOC(=O)c1c(C)c(/C=N/Nc2ccccc2)n(C)c1C,i,i
COc1cccc(CN(C)CC(=O)Nc2cc(S(=O)(=O)N3CCCC3)ccc2Cl)c1OC,i,i
CN1CCN(c2ccc(NC(=O)c3cc(Cl)c4c(c3)OCCO4)cc2)CC1,i,i
NS(=O)(=O)c1cccc(NC(=O)CCc2ccc(S(=O)(=O)N3CCOCC3)cc2)c1,i,i
CN=c1sc2c(n1C)C(=O)c1ccccc1C2=O,i,i
Cc1cc(CCNC=O)c(C)c2c1sc1ccccc12,i,i
COc1ccc(S(=O)(=O)N2CCCCC2)cc1NC(=O)c1cccc(S(=O)(=O)N2CC(C)OC(C)C2)c1 (stereo not drawn),i,i
CN1C(=O)N(CC(=O)Nc2cccc(S(=O)(=O)N(C)c3ccccc3)c2)C(=O)C12CCCCC2,i,i
Cc1ccc(C)c(NC(=O)CC2Sc3ccccc3NC2=O)c1 (stereo not drawn),i,i
CCN1CCN(C(c2cccnc2)c2c(NC(=O)c3ccco3)sc(C)c2C)CC1 (stereo not drawn),i,i
Cc1ccc(C(=O)OCC(=O)c2ccc(CC(=O)N3CCOCC3)s2)c(C)c1,i,i
CC(=O)Nc1ccc2c(c1)-c1ccc(F)cc1C2,i,i
Cc1cc(C)c(S(=O)(=O)N2CCN(C(=O)c3c(C)nn(-c4ccccc4)c3Cl)CC2)c(C)c1,i,i
COc1cc2c3nc4n(c(=O)c3n(CC(=O)N3CCCC3)c2cc1OC)CCS4,i,i
Cc1ccccc1OCC(=O)OCC(=O)c1cc(C)n(C2CC2)c1C,i,i
CCC(c1nnnn1CC1CCCO1)N(CCN1CCOCC1)Cc1cc2cc(C)ccc2[nH]c1=O (stereo not drawn),i,i
O=[N+]([O-])c1ccc(O)c(CNCc2ccccc2)c1,i,i
O=S1(=O)c2ccccc2C(O)(c2ccccc2)c2ccccc21,i,i
CC(=O)C1(C)C(=O)N(c2ccc(F)cc2)C(=O)N1c1ccc(F)cc1 (stereo not drawn),i,i
O=C(/C=C/c1ccc([N+](=O)[O-])cc1)c1ccccc(=O)c1O,i,i
O=c1c(/C=N/Nc2ccccc2)c(Sc2nnnn2-c2ccccc2)nc2ccccn12,i,i
COc1ccccc1N(CC(=O)Nc1c(C)n(C)n(-c2ccccc2)c1=O)S(=O)(=O)c1ccccc1,i,i
COc1ccc(/C=C/C(=O)OCC(=O)N2CCN(S(=O)(=O)c3ccc(C)cc3C)CC2)cc1OC,i,i
CCCCN(C(=O)c1ccc(S(=O)(=O)N(C)c2ccccc2)cc1)c1c(N)n(CCC)c(=O)[nH]c1=O,i,i
O=S1(=O)c2ccc(Br)cc2N2CCC[C@H]2CN1Cc1ccccc1,i,i
CC1CCN(C(=O)CN2C(=O)NC3(CCCc4ccccc43)C2=O)CC1 (stereo not drawn),i,i
O=C(c1ccccc1NS(=O)(=O)c1ccc([N+](=O)[O-])cc1[N+](=O)[O-])N1O[C@@H]2C=C[C@H]1C2,i,i
Cc1c(C(=O)O)sc(S(=O)(=O)N2CCN(C(=O)CC(C)c3ccccc3)CC2)c1C(=O)O (stereo not drawn),i,i
CN1C[C@@H]2[C@@H]3C(=O)N(C)C(=O)[C@@H]3[C@](C)(C1=O)N2C(=O)c1ccc(C(F)(F)F)cc1,i,i
OC(CSc1ccccc1)CN1CCN(c2ccccc2)CC1 (stereo not drawn),i,i
O=C(O)c1ccccc1CC(CCc1ccccc1)C(=O)O (stereo not drawn),i,i
Cc1ccc(Cc2ccccc2C(=O)O)cc1,i,i
O=C(NN=Cc1ccccc1O)C(O)(c1ccccc1)c1ccccc1,i,i
Cc1c(NS(=O)(=O)c2cccc(C(=O)Nc3cccc(F)c3)c2)c(=O)n(-c2ccccc2)n1C,i,i
O=C(CN1CCN(S(=O)(=O)c2ccc3c(c2)OCCO3)CC1)Nc1cccc(F)c1,i,i
CSc1cc(SC)ncn1,i,i
O=C(CSc1nnc(COc2ccc(Cl)cc2)o1)Nc1ccc(N2CCOCC2)cc1,i,i
COc1ccc(N2CCN(C(=O)c3cc(S(=O)(=O)N4CCCCCC4)ccc3OC)CC2)cc1,i,i
COc1ccc(CN(C)C(=O)c2ccc(NC(=O)CC3SC(N4CCCCC4)=NC3=O)cc2)c(OC)c1 (stereo not drawn),i,i

# Following part:
SMILES,ANO1 activ,KCNK3 inh
CCCC1OC(c2ccco2)OCC1CC (stereo not drawn),i,i
COc1ccc(CC(=O)NNC(=O)c2cc(Cl)ccc2OC)cc1,i,i
COc1ccc(-c2cc(=O)c3c(C)cc(O)cc3o2)cc1,i,i
COc1ccc(-c2cc(=O)c3ccc(O)cc3o2)cc1,i,i
OCC(O)C1OCOC(C(O)CO)C1O (stereo not drawn),i,i
Cc1nc2c(O)c3c(c(O)c2nc1C)C1C=CC3CC1,i,i
CCC(=O)Nc1c(C#N)c2nc3ccccc3nc2n1-c1ccc(C)cc1,i,i
N#Cc1c2nc3ccccc3nc2n2cc(NC(=O)c3ccc(F)cc3)ccc12,i,i
O=C1NC(=NCc2ccccc2)NC1(c1ccccc1)c1ccccc1,i,i
O=S(=O)(NCc1nnc2ccccn12)c1ccc(F)cc1,i,i
Nc1cc(Cl)cc2c1-c1ccc(Cl)cc1C2O (stereo not drawn),i,i
O=c1[nH]cnc2c1ncn2C1OCC(O)C(O)C1O (stereo not drawn),i,i
Cc1ncnc(N)c1CCCNc1ccccc1,i,i
O=C(O)C(Cc1cccs1)c1cccs1 (stereo not drawn),i,i
O=C(CCS(=O)(=O)c1ccc(Cl)cc1)Nc1nccs1,i,i
CCC(CC)C(=O)OCC(=O)C1(O)CCC2C3CCC4=CC(=O)CCC4(C)C3C(O)CC21C (stereo not drawn),i,i
CC12CCCCC1C(C(N)=O)C(=O)O2 (stereo not drawn),i,i
CCOc1cc(N2CCOCC2)c(OCC)cc1NC(=O)c1ccc(S(=O)(=O)N2CC(C)OC(C)C2)cc1 (stereo not drawn),i,i
O=C(Cc1cccc(NC(=O)C2CCN(C(=O)C3CCCC3)CC2)c1)Nc1cccc(C(=O)N2CCCCC2)c1,i,i
COc1cc(CCC(=O)OCC(=O)Nc2cc(S(=O)(=O)N3CCOCC3)ccc2Cl)cc(OC)c1OC,i,i
O=C(NCC1CCCO1)c1cccc(S(=O)(=O)N2CCCCC2)c1 (stereo not drawn),i,i
COc1ccc(S(=O)(=O)NCCC(=O)OCC(=O)c2ccc[nH]2)cc1[N+](=O)[O-],i,i
O=CN(Cc1ccccc1)c1cc([N+](=O)[O-])ccc1OCc1ccccc1,i,i
CC(=O)C1CCC2C3CC(C)C4=CC(=O)CCC4(C)C3C(=O)CC12C (stereo not drawn),i,i
O=C(NCc1ccccc1)c1ccc(C(=O)NCc2ccccc2)cc1,i,i
ON(CCc1ccccn1)Cc1ccccc1,i,i
COc1ccc2c(COC(=O)c3ccc(C)c(S(=O)(=O)N4CCOCC4)c3)cc(=O)oc2c1,i,i
CCC1(CC(C)C)SC(N)=NC1=O (stereo not drawn),i,i
Cc1cc(OCC(=O)OCC(=O)NCC2CCCO2)ccc1Cl (stereo not drawn),i,i
Cc1nnc(SC(C)C(=O)Nc2ccc(N3CCOCC3)cc2)n1Cc1ccccc1 (stereo not drawn),i,i
CC(=O)Nc1ccc(S(=O)(=O)N(C)c2ccc(OCC(=O)Nc3ccccc3C(C)=O)cc2)cc1,i,i
C#CCOCCOCCOCCNc1nc(N2CCN(C(=O)[C@H]([C@@H](C)CC)n3cc(CCC(=O)O)nn3)CC2)nc(N2CCN(C(=O)[C@H](CCCCN)n3cc(CC(C)O)nn3)CC2)n1 (stereo partly drawn),i,i
COC(=O)C1C2CC(C(Br)C2Br)C1C(=O)O (stereo not drawn),i,i
Nc1nc(SCC(=O)c2c(N)n(C3CC3)c(=O)[nH]c2=O)n[nH]1,i,i
CCN(C(=O)CSc1nc2scc(-c3ccccc3)c2c(=O)n1N)C1CCS(=O)(=O)C1 (stereo not drawn),i,i
CCOc1ccc(NS(=O)(=O)c2ccc(C(=O)N(C)CC(=O)Nc3cccc(OC)c3)cc2)cc1,i,i
COc1ccccc1C(=O)NCC(=O)OCC(=O)N1CC(C)OC(C)C1 (stereo not drawn),i,i
COc1cccc(C2c3cc4c(cc3OC(C)(N3CCCC3)C2C)OCO4)c1O (stereo not drawn),i,i
CCN1CCN(c2ccc(S(=O)(=O)N3CCCCC3)cc2NC(=O)c2ccc(C)c(C)c2)CC1,i,i
CCOC(=O)C(=Cc1ccc2c(c1)OCO2)c1ccccc1,i,-9.8*
COc1ccc(C(CNC(=O)CN2C(=O)NC(C)(c3ccc4ccccc4c3)C2=O)N2CCCC2)cc1 (stereo not drawn),i,i
NC(=O)C1(Nc2ccc(-c3ccc(Cl)cc3)cc2)CCCC1,i,i
CCCCOc1ccc(C(=O)NCC(=O)N2CC(C)OC(C)C2)cc1 (stereo not drawn),i,i
N#Cc1ccc(C(=O)NN2C(=O)NC3(CCCCC3)C2=O)cc1,i,i
COc1ccc(C)cc1NC(=O)C(c1ccccc1)N1CCN(CC(=O)NC2CC2)CC1 (stereo not drawn),i,i
CCc1sc(C(=O)N(CCCOC)c2c(N)n(CC(C)C)c(=O)[nH]c2=O)cc1C,i,i
Cc1ccc(S(=O)(=O)N2CCCCC2)cc1NC(=O)COC(=O)CN1C(=O)NC2(CC(C)CC(C)(C)C2)C1=O (stereo not drawn),i,i
CC(=O)Nc1ccc(S(=O)(=O)NCCC(=O)OCC(=O)c2cc(C)ccc2C)cc1,i,i
Cc1cccc(NS(=O)(=O)c2ccc(C)c(C(=O)NC3CCN(Cc4ccccc4)CC3)c2)c1,i,i
O=C(O)c1ccc(C=NN=C2c3ccccc3-c3ccccc32)cc1,-4.8*,i

# Laid out differently: entries from further up.
# Each structure is followed by: ANO1 activ, KCNK3 inh
> N#Cc1ccc(C(=O)NN2C(=O)NC3(CCCCC3)C2=O)cc1
 : i, i
> COc1ccc(C)cc1NC(=O)C(c1ccccc1)N1CCN(CC(=O)NC2CC2)CC1 (stereo not drawn)
 : i, i
> CCc1sc(C(=O)N(CCCOC)c2c(N)n(CC(C)C)c(=O)[nH]c2=O)cc1C
 : i, i

# More records
SMILES,ANO1 activ,KCNK3 inh
OC(CCCC(O)c1ccccc1)c1ccccc1 (stereo not drawn),i,i
CC(C)(C)C(=O)NCc1ccc(C(=O)CSc2nnc(-c3ccncc3)n2C2CC2)s1,i,i
CN(C)c1ccc(/C=C/C(=O)c2ccc(O)cc2)cc1,i,i
CCN(CC(=O)NCc1cccs1)C(=O)c1cccc(S(=O)(=O)Nc2ccc(F)cc2)c1,i,i
COc1cc(CN(C)C(=O)C2CCN(S(=O)(=O)c3cccs3)CC2)ccc1OC(F)F,i,i
O=Cc1c[nH]c2cccc(OCc3ccccc3)c12,i,i
COCCCn1c(SC(C)C(=O)Nc2c(C)n(C)n(-c3ccccc3)c2=O)n[nH]c1=O (stereo not drawn),i,i
O=C(/C=C/c1ccccc1)COC(=O)c1ccccc1,i,i
Nc1c(N(CCC2=CCCCC2)C(=O)COc2ccc(F)cc2Cl)c(=O)[nH]c(=O)n1Cc1ccccc1,i,i
COc1cccc(CN(C)C(=O)c2ccc(Cl)c(S(=O)(=O)N3CCCCCC3)c2)c1OC,i,i

# The final 3 compounds of the section above lead into the next:
SMILES,ANO1 activ,KCNK3 inh
O=C(/C=C/c1ccccc1)COC(=O)c1ccccc1,i,i
Nc1c(N(CCC2=CCCCC2)C(=O)COc2ccc(F)cc2Cl)c(=O)[nH]c(=O)n1Cc1ccccc1,i,i
COc1cccc(CN(C)C(=O)c2ccc(Cl)c(S(=O)(=O)N3CCCCCC3)c2)c1OC,i,i
CC(C)c1cc(NCCN2CCOCC2)n2c(nc3ccccc32)c1C#N,i,-9.2*
NC(=Nc1ccccc1)N(c1ccccc1)c1ccccc1,i,i
C=C(C)C(O)CC/C(C)=C/Cc1c(O)ccc(C(=O)/C=C/c2ccc(O)cc2)c1O (stereo not drawn),i,i
CC(C)(CCc1ccccn1)C(=O)C(CCc1ccccn1)CCc1ccccn1,i,i
O=[N+]([O-])c1cc(-c2cccnc2)n[nH]1,i,i

# Compound activity from PubChem.
